Assay outcomes deposited in PubChem by Broad Institute.
MITF TRPM1 HTS: MITF TRPM1 promoter activation in melanoma cells | activation, % at 12.5 µM | 300,000 compounds, 0.75% hits | SK-MEL-5 TRPM1-promoter luciferase, 24 h; % of positive control, neutral wells = 0;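 active means mean activation of at least 80% with every replicate also reaching 80%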;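 further: 0% = neutral control wells and 100% = parthenolide positive control wells; values of inactives mirror those of a sister screen read the other way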
CAL PDZ FP-1: human CAL PDZ-peptide interaction inhibition; inhibition, % at 20 µM; purified CAL PDZ, TMR-peptide fluorescence polarization, 1 h; 330,000 compounds, 0.02% hits; AID 504414;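 active means highest replicate inhibition of at least 40%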;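 further: plate controls were DMSO neutral control wells for no effect and unlabeled competitor peptide control wells for full effect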
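Material: tagged CAL PDZ protein CerCALP, purified; buffer or medium: sodium phosphate/NaCl buffer pH 7.4 with TCEP, IgG, Thesit; also added: fluorescent TMR peptide probe; schedule: 1 h incubation at room temperature before polarization reading; technique: fluorescence polarization from S- and P-plane intensities, G-factor corrected; control set: unlabelled peptide and DMSO controls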
PvdQ inh: blocks Pseudomonas aeruginosa PvdQ acylase activity; purified PvdQ acylase, fluorescence plate reader; inhibition, % at 10 µM; 340,000 compounds, 0.063% hits; AID 488965; in the data active means inhibition above about 30%, passing the limit was not always enough;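 further: 0% = vehicle neutral wells and 100% = reference inhibitor wells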
dFosB act: enhances mouse delta FosB homodimer DNA binding; P13346; purified delta FosB, TAMRA-CDK5 oligo fluorescence polarization; percent of positive-control signal above neutral wells; activation, % at 25 µM; 340,000 compounds, 0.99% hits; AID 493131;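 active means mean activation above about 17%, with every replicate also reaching it, limit read from the data, passing the limit was not always enough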;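 further: fluorescence polarization rise as delta FosB binds a TAMRA Cdk5 AP-1 oligo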
CAL PDZ FP-2: inhibitors of human CAL PDZ peptide binding | Q9HD26 | 300,000 compounds, 0.92% hits | purified CAL PDZ, TMR-peptide fluorescence polarization, 1 h | AID 602252 | inhibition, % at 24.9 µM;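 active means mean inhibition of at least 30% with at least half of replicates also reaching 30%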;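 further: 0% = DMSO neutral control and 100% = excess unlabeled competitor peptide PRC23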
NSD2 HMT inh: inhibitors of human histone methyltransferase NSD2. O96028. 310,000 compounds, 0.54% hits. inhibition, % at 12.5 µM. NSD2 peptide methylation, AlphaScreen, 120 min. AID 743445; in the data active means inhibition above about 50%
Target sequence (O96028 whole entry, looked up): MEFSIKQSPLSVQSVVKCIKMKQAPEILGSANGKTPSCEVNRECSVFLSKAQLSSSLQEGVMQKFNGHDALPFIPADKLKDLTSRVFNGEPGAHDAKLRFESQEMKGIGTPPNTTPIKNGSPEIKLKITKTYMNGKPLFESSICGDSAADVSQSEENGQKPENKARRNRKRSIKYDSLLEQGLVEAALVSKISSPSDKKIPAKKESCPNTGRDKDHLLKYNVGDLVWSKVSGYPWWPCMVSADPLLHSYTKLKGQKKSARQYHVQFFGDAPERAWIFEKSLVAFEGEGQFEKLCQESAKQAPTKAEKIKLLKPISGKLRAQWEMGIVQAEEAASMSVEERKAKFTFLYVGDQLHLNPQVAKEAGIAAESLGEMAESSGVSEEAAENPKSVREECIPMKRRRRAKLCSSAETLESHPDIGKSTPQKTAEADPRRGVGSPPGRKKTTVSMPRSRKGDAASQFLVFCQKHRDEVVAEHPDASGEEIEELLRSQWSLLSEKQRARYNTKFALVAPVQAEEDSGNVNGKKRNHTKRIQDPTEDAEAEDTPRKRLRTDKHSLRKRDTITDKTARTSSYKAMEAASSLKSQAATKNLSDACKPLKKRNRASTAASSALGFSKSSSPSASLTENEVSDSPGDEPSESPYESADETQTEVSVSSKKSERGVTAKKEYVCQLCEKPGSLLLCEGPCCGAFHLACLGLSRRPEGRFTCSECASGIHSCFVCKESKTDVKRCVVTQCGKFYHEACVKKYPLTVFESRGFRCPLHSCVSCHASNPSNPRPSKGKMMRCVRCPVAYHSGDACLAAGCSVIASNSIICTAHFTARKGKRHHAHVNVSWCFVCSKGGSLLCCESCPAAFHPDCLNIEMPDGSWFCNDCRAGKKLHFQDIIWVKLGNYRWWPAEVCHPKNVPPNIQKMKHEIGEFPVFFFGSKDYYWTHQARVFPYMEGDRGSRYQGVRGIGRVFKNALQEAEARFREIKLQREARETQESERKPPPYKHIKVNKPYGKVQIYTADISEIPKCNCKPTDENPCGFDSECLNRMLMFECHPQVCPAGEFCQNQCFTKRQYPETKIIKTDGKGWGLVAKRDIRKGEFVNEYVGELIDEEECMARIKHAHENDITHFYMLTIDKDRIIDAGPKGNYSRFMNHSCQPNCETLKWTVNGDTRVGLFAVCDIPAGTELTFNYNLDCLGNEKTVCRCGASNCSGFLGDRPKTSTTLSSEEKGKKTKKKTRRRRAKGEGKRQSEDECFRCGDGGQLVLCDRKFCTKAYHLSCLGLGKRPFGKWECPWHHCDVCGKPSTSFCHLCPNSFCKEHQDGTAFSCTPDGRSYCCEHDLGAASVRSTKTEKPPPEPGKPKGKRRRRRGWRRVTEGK
SR-BI DiI-HDL act: enhances SR-BI lipid uptake from DiI-HDL | CHO ldlA[mSR-BI] cells, DiI-HDL uptake fluorescence, 3 h; 100 = double the neutral-control signal | activation, % at 12.5 µM | 320,000 compounds, 0.096% hits | AID 504775;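 active means mean replicate activation of at least 60% and every replicate at or above 60%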;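 further: 0% = median plate neutral-control signal and 100% = twice that signal; values of inactives mirror those of a sister screen read the other way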
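Material – SR-BI-overexpressing, LDLR-lacking CHO cells · Medium – BSA-supplemented, HEPES-buffered Ham's F12, pH 7.4 · Doses – single concentration · Times – compound with DiI-HDL co-incubation, 3 h at 37 °C · Measured by – bottom-read fluorescence, 550/595 nm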
Rtt109 Vps75: blocks Candida albicans Rtt109/Vps75 acetyltransferase activity. Q5AAJ8. purified Rtt109/Vps75, ThioGlo CoA-SH fluorescence, 4 h. inhibition, % at 34.9 µM. 330,000 compounds, 0.16% hits;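 active means inhibition of at least 50% in every replicate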
SR-BI DiI inh: mouse SR-BI HDL lipid transfer inhibition; Q61009; ldlA[mSR-BI] CHO cells, DiI-HDL uptake fluorescence, 3 h; inhibition, % at 12.5 µM; 320,000 compounds, 0.96% hits; AID 488896;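 active means mean replicate inhibition of at least 70% and a set share of replicates each scoring 70 or more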;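 further: 0% = median of neutral control wells and 100% = median of positive control wells; values of inactives mirror those of a sister screen read the other way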
PfHsp90 set2: inhibits growth of yeast expressing Plasmodium falciparum Hsp90. S. cerevisiae expressing PfHsp90, BacTiter-Glo ATP, 48 h; yeast lacking PDR1 and PDR3 efflux regulators. inhibition, % at 9.4 µM. 310,000 compounds, 0.32% hits. AID 504621;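 active means every replicate shows inhibition above about 80%, whatever the replicate mean, limit read from the data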;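 further: 0% = DMSO neutral controls and 100% = 20 µM radicicol positive controls; yeast relying on Plasmodium falciparum Hsp90 in place of its own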
* hit, by the source's call; . = no result given.

cpd	compound	MITF TRPM1 HTS	CAL PDZ FP-1	PvdQ inh	dFosB act	CAL PDZ FP-2
1	O=C(N/C(=C/c1ccccc1)C(=O)N1CCCCCC1)c1ccccc1	-2	-0.8	-10	-8	3
2	O=C(NCCc1cccc(C(F)(F)F)c1)C1CCC(=O)N(C2CC2)C1 (stereo unspecified)	7	-0.1	-11	-7	-3
3	COc1ccc(CC(=O)Nc2nnc(C(C)(C)C)s2)cc1OC	2	-4.3	-12	1	-3
4	CS(=O)(=O)N(CC(=O)N1CCCCC1)c1sc2c(c1C#N)CCCC2	-7	-2.1	-11	0	-5
5	Cc1[nH]c2ccccc2c1-c1ccc(Cl)nn1	-4	.	-15	0	-4
6	S=C(NCc1ccco1)N1CCN(c2nc(-c3ccccc3)cs2)CC1	-1	-0.3	0	3	3
7	CCN(CC(=O)Nc1c(F)cccc1F)C(=O)c1ccc2c(c1)OCCO2	8	-2.7	8	-2	2
8	COc1ccc2c(c1)c1ccccc1n2C	.	.	9	1	-3
9	COc1ccc(-c2cc(-c3ccc(OC)cc3)nc(-c3ccc4c(c3)NC(=O)CO4)c2)cc1	8	-0.4	-9	5	3
10	Cc1cc(NC(=O)c2ccc(N3C(=O)CCC3=O)cc2)no1	7	.	-16	1	-15
11	Cc1cc([N+](=O)[O-])nn1CC(=O)NCc1cccs1	4	0.7	-14	3	-1
12	N#Cc1ccc(S(=O)(=O)N2CCC(C(=O)N3CCN(Cc4ccc5c(c4)OCO5)CC3)CC2)cc1	-3	-1.4	-5	-11	0
13	COc1ccc(C(=O)COC(=O)CCC(=O)c2cccs2)cc1	14	-2.1	-10	-2	-3
14	Cn1cnnc1Sc1ccc(/C=C/C(=O)c2ccc(O)cc2)cc1[N+](=O)[O-]	-2	-0.7	16	-7	-5
15	Cc1ccccc1S(=O)(=O)/N=C(/c1ccccc1)N1CCOCC1	-3	.	-2	11	1

cpd	NSD2 HMT inh	SR-BI DiI-HDL act	Rtt109 Vps75	SR-BI DiI inh	PfHsp90 set2
1	-3	17	.	-17	-20
2	-1	14	0	-14	-16
3	-1	20	-3	-20	11
4	-1	-9	3	9	-3
5	-6	-9	-2	9	-5
6	2	-5	-1	5	.
7	0	3	11	-3	-4
8	-2	40	-4	-40	.
9	7	-56	4	56	-9
10	-1	17	-2	-17	-46
11	0	10	-1	-10	.
12	1	-27	-1	27	4
13	-4	33	-3	-33	3
14	1	-22	9	22	5
15	-3	-1	5	1	10

More compounds follow.
cpd	compound	MITF TRPM1 HTS	CAL PDZ FP-1	PvdQ inh	dFosB act	CAL PDZ FP-2
16	CCCCCn1c(=O)[nH]c2cc(C(=O)O)ccc2c1=O	7	-2.9	3	-4	-2
17	COc1ccccc1C(=O)Nc1nnn(C)n1	.	-1.7	2	1	-4
18	CNC(=O)C(=O)N1CCC2(CC1)OCCN2S(=O)(=O)c1ccc(C)cc1	0	-1.3	-12	3	-1
19	CCN(CC)S(=O)(=O)c1ccc(N=Nc2c(C)[nH]n(C(N)=S)c2=O)cc1	32	-1.8	9	2	2
20	CCCCN(CCCC)S(=O)(=O)c1ccc(NS(=O)(=O)c2ccc(NC(C)=O)cc2)cc1	11	-2.9	-10	-6	-3
21	COc1cccc(OC)c1OC(=O)c1cnccn1	5	-1.7	-7	3	-2
22	O=C(Cn1cc(C(=O)c2cccs2)c2ccccc21)NCc1cccs1	.	.	-2	-3	24
23	Cc1ccc(-c2nnc(N3CCN(C(=O)Cn4c(=O)n(C)c5ccccc54)CC3)c3ccccc23)cc1	-16	0.0	6	-2	.
24	O=C(COC(=O)c1ccccc1Br)NCc1ccccc1	8	-0.2	8	-3	-1
25	CC(C)(C)c1ccc(C(=O)Nc2ccc(N3CCOCC3)cc2)cc1	5	-3.2	-4	-9	-1
26	CC(=NC(C)C)C1=C(O)CCC1=O	-2	0.2	4	4	-4
27	CCOC(=O)c1ccc(Nc2ncnc3ccc(C)cc23)cc1	-5	-2.2	-10	3	.
28	Cc1ccccc1-n1ncc2c1CC(C)(C)CC2NC(=O)CCN1Cc2ccccc2C1=O (stereo unspecified)	-5	-0.5	-7	-10	-2
29	Cc1cc(NC(=O)COc2cccc(Oc3ccccc3)c2)no1	-25	-0.9	5	-4	-6
30	C[N+](C)(C)CCCC(=O)c1ccc2c(c1)OCO2	1	-4.3	-13	5	.

cpd	NSD2 HMT inh	SR-BI DiI-HDL act	Rtt109 Vps75	SR-BI DiI inh	PfHsp90 set2
16	5	11	-8	-11	-5
17	-3	9	-2	-9	1
18	1	3	-5	-3	.
19	-3	.	22	.	8
20	0	13	-7	-13	.
21	-3	2	-4	-2	1
22	.	1	7	-1	.
23	12	-44	7	44	2
24	-2	1	3	-1	-8
25	.	-64	1	64	3
26	0	14	4	-14	-5
27	-1	-37	-4	37	-13
28	-8	-8	-1	8	17
29	-1	.	8	-20	6
30	-1	49	3	13	-6

More results
cpd	compound	MITF TRPM1 HTS	CAL PDZ FP-1	PvdQ inh	dFosB act	CAL PDZ FP-2
31	O=C(c1cc2sccc2n1Cc1ccc(F)cc1)N1CCc2ccccc21	.	-1.1	-14	-3	.
32	COc1cccc(OC)c1OCCOCCN1CCN(C)CC1	-5	-0.4	-20	3	.
33	CCNC(=O)COc1ccc(S(=O)(=O)Nc2ccccc2)cc1	2	-0.5	-13	-4	.
34	Cn1c(N)nc2nc[nH]c2c1=S	-16	0.0	-12	-1	-1
35	CC1CCC2(CC1)NC(=O)N(CC(=O)N(Cc1ccccc1)C(C)(C)C)C2=O (stereo unspecified)	0	-0.2	-17	0	-1
36	CCCCNC(=O)c1onc(CSc2ccc(C(C)C)cc2)c1C(=O)O	0	-2.0	3	5	-3
37	O=C(COC(=O)COc1ccc(Br)cc1)NCC1CCCO1 (stereo unspecified)	-1	0.0	-13	8	91*
38	Cc1ccc(S(=O)(=O)N(C)C)cc1NC(=O)C1Cc2ccccc2CN1C(=O)c1ccco1 (stereo unspecified)	-11	-1.0	1	-10	0
39	CN1CCN(c2oc(COc3ccc(-c4ccccc4)cc3)nc2C#N)CC1	2	-2.9	8	6	-3
40	CN(C)c1ccc(/C=C(\NC(=O)c2ccccc2)C(=O)NCCCn2ccnc2)cc1	-14	-2.9	3	-10	-3
41	C=CCn1c(SCc2ccc(C(=O)OC)cc2)nnc1-c1sc(N)nc1C	-11	0.6	-7	-4	0
42	Cc1cc(C)c2c(n1)nn1c(N3CCN(c4ccccc4C)CC3)cc(C)nc21	.	-2.6	-18	-6	-3
43	CC1CCCCC12NC(=O)N(CC(=O)NCCc1ccc(S(N)(=O)=O)cc1)C2=O (stereo unspecified)	.	-1.2	5	2	-1
44	COc1ccc(NC(=O)Nc2ccc3c(c2)CCC3)cc1OC	21	-3.3	-11	-1	-40
45	Cc1cc(NC(=O)CSc2nc(CCC3CCCC3)nc3ccccc23)no1	.	-3.3	-11	47*	-2

cpd	NSD2 HMT inh	SR-BI DiI-HDL act	Rtt109 Vps75	SR-BI DiI inh	PfHsp90 set2
31	-2	-2	1	2	-36
32	1	0	-2	0	10
33	-2	25	-3	-25	-20
34	-1	6	-4	-6	-2
35	-3	-26	5	26	.
36	.	22	6	-22	-1
37	-1	14	-10	-14	7
38	6	.	1	.	-3
39	4	-15	4	15	0
40	6	10	16	-10	22
41	-1	-7	1	7	3
42	.	-49	-16	49	1
43	-1	-23	0	23	19
44	-3	.	.	.	-6
45	-3	.	2	.	8

(continued)
cpd	compound	MITF TRPM1 HTS	CAL PDZ FP-1	PvdQ inh	dFosB act	CAL PDZ FP-2
46	CCCCN(Cc1nc2ccccc2c(=O)[nH]1)C(=O)c1nn(C)c(=O)c2ccccc12	-6	0.9	-13	-4	-1
47	CCCC(C)NCC(=O)Nc1ccccc1-c1ccccc1 (stereo unspecified)	.	-2.8	-10	-7	3
48	c1ccc2c(-c3cc(C4CCNCC4)[nH]n3)cccc2c1	17	-0.3	-8	7	9
49	O=C(c1ccccc1NS(=O)(=O)c1cccc2cccnc12)N1CCOCC1	-6	-0.5	1	2	-2
50	O=C(/C=C/c1ccccc1)NCCN1CCOCC1	6	-0.4	12	-11	-1
51	Cc1cc(/C=N/NC(N)=S)c(C)n1-c1cccc(Cl)c1	-1	-0.5	-5	-9	-2
52	Cc1nn(-c2ccccn2)c2nc(-c3cccs3)cc(C(=O)NCc3ccco3)c12	28	-4.8	-11	1	-4
53	Cc1ccc(S(=O)(=O)N(Cc2ccccc2F)C(=O)N2CCN(C)CC2)cc1	-3	-0.3	-12	5	.
54	COc1ccccc1CNC(=O)C(c1ccccc1)c1ccccc1	-6	-1.7	-11	-4	1

cpd	NSD2 HMT inh	SR-BI DiI-HDL act	Rtt109 Vps75	SR-BI DiI inh	PfHsp90 set2
46	-1	-15	3	15	18
47	-4	1	.	-1	.
48	-1	-32	5	32	-11
49	-2	-1	4	1	-6
50	-2	6	5	-6	10
51	5	-42	-4	42	-23
52	3	-39	-4	39	-10
53	-1	17	-14	-17	-8
54	-3	-8	2	8	17

8 structures already listed, arranged by formula weight, rising:
cpd	compound	MITF TRPM1 HTS	CAL PDZ FP-1	PvdQ inh	dFosB act	CAL PDZ FP-2
50	O=C(/C=C/c1ccccc1)NCCN1CCOCC1	6	-0.4	12	-11	-1
48	c1ccc2c(-c3cc(C4CCNCC4)[nH]n3)cccc2c1	17	-0.3	-8	7	9
47	CCCC(C)NCC(=O)Nc1ccccc1-c1ccccc1 (stereo unspecified)	.	-2.8	-10	-7	3
51	Cc1cc(/C=N/NC(N)=S)c(C)n1-c1cccc(Cl)c1	-1	-0.5	-5	-9	-2
44	COc1ccc(NC(=O)Nc2ccc3c(c2)CCC3)cc1OC	21	-3.3	-11	-1	-40
45	Cc1cc(NC(=O)CSc2nc(CCC3CCCC3)nc3ccccc23)no1	.	-3.3	-11	47*	-2
52	Cc1nn(-c2ccccn2)c2nc(-c3cccs3)cc(C(=O)NCc3ccco3)c12	28	-4.8	-11	1	-4
46	CCCCN(Cc1nc2ccccc2c(=O)[nH]1)C(=O)c1nn(C)c(=O)c2ccccc12	-6	0.9	-13	-4	-1

cpd	NSD2 HMT inh	SR-BI DiI-HDL act	Rtt109 Vps75	SR-BI DiI inh	PfHsp90 set2
50	-2	6	5	-6	10
48	-1	-32	5	32	-11
47	-4	1	.	-1	.
51	5	-42	-4	42	-23
44	-3	.	.	.	-6
45	-3	.	2	.	8
52	3	-39	-4	39	-10
46	-1	-15	3	15	18

Compounds as they come. About 4.3% of those tested had a hit in this group.
